From PubChem BioAssay
GSK3 alpha inh – inhibitors of human GSK-3 alpha kinase | P49840 | ADP-Glo luminescence, 60 min | actives 0.1% (n = 320,000) | inhibition, % at 10 µM;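 in the data active = inhibition above about 50%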;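 also: GST-tagged GSK-3 alpha with peptide substrate and 25 µM ATP; 0% = DMSO neutral wells and 100% = GW8510 positive control wells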
Target sequence (P49840 whole entry, looked up): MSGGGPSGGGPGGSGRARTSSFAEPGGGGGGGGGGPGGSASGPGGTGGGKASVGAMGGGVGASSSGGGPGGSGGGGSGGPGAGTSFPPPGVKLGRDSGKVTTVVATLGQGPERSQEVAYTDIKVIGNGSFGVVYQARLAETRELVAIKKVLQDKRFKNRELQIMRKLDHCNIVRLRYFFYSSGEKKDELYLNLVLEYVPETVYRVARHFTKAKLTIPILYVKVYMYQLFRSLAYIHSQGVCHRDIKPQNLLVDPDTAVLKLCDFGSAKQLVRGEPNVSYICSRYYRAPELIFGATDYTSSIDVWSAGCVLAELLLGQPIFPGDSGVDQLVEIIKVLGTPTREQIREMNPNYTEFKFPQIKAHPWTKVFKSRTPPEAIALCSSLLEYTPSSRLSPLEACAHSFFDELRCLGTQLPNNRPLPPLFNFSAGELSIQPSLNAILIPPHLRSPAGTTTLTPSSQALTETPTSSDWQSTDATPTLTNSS
* = called active by the depositor. An excerpt. The share of hits here may be higher or lower than overall.

Structure | GSK3 alpha inh
COc1ccc(Cl)cc1NC(=O)COC(=O)CNC(=O)C1CCCCC1 | -4
O=C(COc1ccccc1C(=O)NCc1ccccc1)Nc1ccccc1 | -2
NS(=O)(=O)c1ccc(CCNC(=O)c2cccc(S(=O)(=O)N3CCCC3)c2)cc1 | -2
CC1CCN(C(=O)COC(=O)c2cc3ccccc3oc2=O)CC1 | -6
O=C1NCCN1c1ncc([N+](=O)[O-])s1 | 0
CC(OC(=O)CSc1ccc([N+](=O)[O-])cc1)C(=O)NC1CC1 (stereo not drawn) | 3
COc1cc(C(=O)NNC(=O)c2n[nH]c3ccccc23)cc(OC)c1OC | 5
O=C(COC(=O)COc1ccccc1F)NC1CC1 | -4
O=C(CN1C(=O)NC2(CCCCCC2)C1=O)NCc1ccccc1 | 0
CCN(CC)CCNC(=O)c1ccc(NC(=O)c2cc(-c3ccncc3)nc3ccccc23)cc1 | 12
Cc1c(C(=O)O)cccc1[N+](=O)[O-] | -2
COc1ccc(C2(C)NC(=O)N(CC(=O)N3CCc4ccccc43)C2=O)cc1OC (stereo not drawn) | -5
C[C@H](CO)N1C[C@H](C)[C@@H](CN(C)C(=O)Nc2ccc(C(F)(F)F)cc2)Oc2c(NC(=O)NC3CCCCC3)cccc2C1=O | 0
N#Cc1ccccc1S(=O)(=O)N1CCN(C(=O)Cc2coc3cc(O)ccc23)CC1 | 0
COc1cc(C(=O)COC(=O)c2ccc([N+](=O)[O-])o2)cc(OC)c1OC | -3

Further results.
Structure | GSK3 alpha inh
N#Cc1ccsc1NC(=O)COC(=O)c1ccc(Br)o1 | 0
CCOC(=O)[C@H]1[C@H]2COc3ccc(OC)cc3[C@@H]2N2C(=O)c3cc(F)c(F)cc3NC(=O)[C@@]12C | -4
CC1(c2ccc3c(c2)OCCO3)NC(=O)N(CC(=O)Nc2ccccc2SCC#N)C1=O (stereo not drawn) | 0
CCc1cc(C(=O)N(C)CC(=O)Nc2c(Cl)cccc2Cl)sc1C | 0
CC(=O)c1ccc(NC(=O)COC(=O)Cn2cnc3ccccc32)cc1 | -3
O=C(COC(=O)c1cc(S(=O)(=O)N2CCOCC2)ccc1O)Nc1ccc2c(c1)OCO2 | -3
CNC[C@H](Cc1cccc2ccccc12)NC[C@H](CCSC)NCC1CCC(C(C)(C)C)CC1 (stereo partly drawn) | 4
Cc1ccc(OCC(=O)Nc2ccccc2C(=O)NC2CC2)cc1 | -1
O=C(COc1ccccc1F)NNC(=O)Cn1c(=O)cnc2ccccc21 | -8
CC(=O)c1ccccc1NC(=O)C1CC(=O)N(c2ccc3c(c2)OCCO3)C1 (stereo not drawn) | -3
Cc1nnc(SCC(=O)Nc2cccc(Br)c2)s1 | 1
C=CC[C@@H](CC(=O)N[C@H](CO)Cc1ccccc1)C(=O)N[C@@H](COC(=O)[C@@H](CC=C)CC(=O)OC(C)(C)C)Cc1ccccc1 | -1
COc1ccccc1N(CC(=O)Nc1cc(C)on1)S(=O)(=O)c1cccc(C(F)(F)F)c1 | -2
Cc1ccsc1C(=O)OCC(=O)N(C)C1CCCCC1 | -2
O=C(COC(=O)c1c[nH]c(=O)[nH]c1=O)Nc1cccc([N+](=O)[O-])c1 | -1

(next part)
Structure | GSK3 alpha inh
COc1ccc(NC(=O)CSc2n[nH]c(=O)n2C2CC2)cc1OC | -2
COc1ccc2sc(-c3ccc(N(C)C)cc3)c(-c3ccc4cc[nH]c4c3)c2c1 | -2
COc1ccc(CN(C)C(=O)C2CCN(S(=O)(=O)c3cccs3)CC2)cc1F | -1
CC(OC(=O)COc1ccc(C#N)cc1)C(=O)c1ccccc1 (stereo not drawn) | -6
Cc1ccc(C2=NCCn3nc4cc(C(F)(F)F)ccc4c32)cc1 | 1
Cn1ccc2cc(-c3ccc4ncnc(NCc5cccs5)c4c3)ccc21 | 3
CNc1ccc(C(=O)OCC(=O)NC(=O)NC2CCCCC2)cc1[N+](=O)[O-] | 1
CN(C(=O)c1cccc(NC(=O)Cc2ccc([N+](=O)[O-])cc2)c1)C1CCCCC1 | -3
COCCNC(=O)[C@@H]1CCCN1S(=O)(=O)c1cccc2cccnc12 | 3
CCN(C[C@H]1N[C@@](C)(C(=O)OC)[C@H]2C(=O)N(C)C(=O)[C@@H]12)C(=O)Nc1ccc(C(F)(F)F)cc1 | 1
Cc1noc(C)c1NC(=O)N(C)C[C@@H]1Oc2c(NC(=O)NC(C)C)cccc2C(=O)N([C@@H](C)CO)C[C@@H]1C | -2
CC1(C)NC(=O)N(c2ccc([N+](=O)[O-])c(C(F)(F)F)c2)C1=O | -2
CCN(CC(=O)Nc1ccc2c(c1)OCCO2)C(=O)CCc1ccccc1Cl | 0
Cc1cc(C)c(C(N)=O)c(SCC(=O)c2cc(C)n(-c3cc(C)on3)c2C)n1 | 2
Cc1cccc(NC(=O)c2nc[nH]c2C(=O)NCCN(CCNC(=O)c2[nH]cnc2C(=O)Nc2cccc(C)c2)CCNC(=O)c2[nH]cnc2C(=O)Nc2cccc(C)c2)c1 | -2

Sorted by the number under GSK3 alpha inh (descending): some entries from above
Structure | GSK3 alpha inh
Cn1ccc2cc(-c3ccc4ncnc(NCc5cccs5)c4c3)ccc21 | 3
Cc1cc(C)c(C(N)=O)c(SCC(=O)c2cc(C)n(-c3cc(C)on3)c2C)n1 | 2
CNc1ccc(C(=O)OCC(=O)NC(=O)NC2CCCCC2)cc1[N+](=O)[O-] | 1
CCN(CC(=O)Nc1ccc2c(c1)OCCO2)C(=O)CCc1ccccc1Cl | 0
COc1ccc(CN(C)C(=O)C2CCN(S(=O)(=O)c3cccs3)CC2)cc1F | -1

Additional records follow.
Structure | GSK3 alpha inh
O=C(Cn1cnc2c(NC(=O)OCc3ccccc3)ncnc21)NCCN1CCOCC1 | -1
O=C(Cc1c(F)cccc1Cl)NNC(=O)c1ccccc1Cl | 2
CCc1ccc(Nc2nnc(SC(C)C(=O)NC3CC3)s2)cc1 (stereo not drawn) | -2
CCOC(=O)C1=C(COC(=O)/C=C/c2cccc(Br)c2)NC(=O)NC1C (stereo not drawn) | -3
CC(C)(C)OC(=O)N1CCN(C(=O)c2ncn(Cc3ccccc3)c2C(=O)N2CCN(C(=O)OC(C)(C)C)CC2)CC1 | -1
C=C1C[C@H](O[C@@H]2O[C@H](CO)[C@@H](O)[C@H](O)[C@H]2O)[C@@H]2[C@H](OC(=O)[C@H]2C)[C@H]2[C@H](C)[C@@H](O)C[C@@H]12 | 0
COc1ccc(S(=O)(=O)N2CCN(c3cnccn3)CC2)cc1OC | 3
CN(CC(=O)Nc1ccccc1C(F)(F)F)C(=O)C1CC1 | -4
COc1ccc(NC(=O)COC(=O)C2CC2)c(OC)c1 | -8
CC(C)Cc1nnc(NC(=O)c2cccc(S(=O)(=O)N3CCOCC3)c2)s1 | -9
Cc1ccc(C(=O)c2c3ccccc3[n+]([O-])n2CCC(=O)O)cc1 | 0
O=C(NCc1cc(C(F)(F)F)ccc1Cl)c1cccc2c1C(=O)c1ccc(-c3ccc(OC(F)(F)F)cc3)cc1S2(=O)=O | -42
CN1CCC(N(C)C(=O)c2cccc(S(=O)(=O)N3CCc4ccccc43)c2)CC1 | -1
O=C(OCC(=O)N1CCCC1)c1cc2c(cc1[N+](=O)[O-])OCCO2 | 1
Cc1ccc(C)c(OCC(=O)NNC(=O)C2CCC2)c1 | -2

Other structures
Structure | GSK3 alpha inh
O=C(N[C@H]1CCC(=O)N([C@H](CSc2ccc(Br)cc2)Cc2ccccc2)CC1)OCc1ccccc1 | -1
CC(C)NC(=O)NC(=O)CSc1ccc(S(=O)(=O)N2CCCC2)cn1 | -2
CCCC[C@@]1(C2CCCC2)Cc2cc(OCC(=O)O)c(Cl)c(Cl)c2C1=O | -8
COc1ccccc1C1=CC(=O)CC(C)(C)C1=O | -4
O=C(COc1ccc(S(=O)(=O)N2CCOCC2)cc1)NC1CCCCC1 | 2
Cc1cccc(C)c1NC(=O)CN1C(=O)C2CC=CCC2C1=O (stereo not drawn) | -3
CCOc1ccc(N2C(=O)CSC2=NC#N)cc1 | -4
COC(=O)C1=C(C)N(Cc2ccccc2)C(=NCCCOC(C)C)N[C@H]1c1ccccc1 | 1
COc1ccc(CC(=O)OCC(=O)NCC2CCCO2)cc1OC (stereo not drawn) | -2
CSc1ccccc1C(=O)OCC(=O)N1CCCCCC1 | -1
O=c1cc(OCc2ccccc2)cc[nH]1 | -2
CCOc1ccc(NC(=O)CN2CCN(C(=O)c3ccco3)CC2)cc1S(=O)(=O)N1CCCC1 | -1
COc1ccccc1-c1nn(Cc2ccccc2)cc1C(=O)N1CCN(c2ncccn2)CC1 | -5
COC(=O)[C@]1(Cc2ccccc2)N[C@H](CN(C)S(=O)(=O)c2ccc(-c3ccccc3)cc2)[C@@H]2C(=O)N(C)C(=O)[C@@H]21 | -1
OCC[C@H]1C[C@H](O)[C@@H](O)[C@@]2(CCc3ccccc3O2)O1 | 3

COc1ccccc1NC(=O)c1ccc(NC(=O)CN2CCCCC2)cc1
  GSK3 alpha inh = -4
CC(=O)c1ccc(S(=O)(=O)N2CCN(C(=O)c3ccc(N)c([N+](=O)[O-])c3)CC2)cc1
  GSK3 alpha inh = -4
O=S(=O)(c1ccc(Br)s1)N1CCN(CCOc2ccccc2)CC1
  GSK3 alpha inh = 0
COc1ccc(OC)c(CN2CCN(C(=O)c3ccc(S(=O)(=O)Nc4ccccc4F)cc3)CC2)c1
  GSK3 alpha inh = 0
CC(C)COc1ccc(C(=O)NNC(=O)c2ccc(=O)[nH]c2)cc1
  GSK3 alpha inh = 5
CN(CC(=O)Nc1ccccc1Cl)CC(=O)c1c(N)n(Cc2ccccc2)c(=O)n(C)c1=O
  GSK3 alpha inh = 1
O=C(COc1ccc(Br)cc1F)NCC1(N2CCCCC2)CCCCC1
  GSK3 alpha inh = 0
CCC(=O)[C@@]1(C)[C@H](C)C[C@H]2[C@@H]3CCC4=CC(=O)C=C[C@]4(C)[C@H]3[C@@H](O)C[C@@]21C
  GSK3 alpha inh = 0
CC(C)Cn1c(N)c(C(=O)COC(=O)c2ccccc2C(=O)c2ccccc2)c(=O)n(C)c1=O
  GSK3 alpha inh = -1
CCc1noc(C)c1C(=O)OC(C)C(=O)Nc1ccc2c(c1)OCO2 (stereo not drawn)
  GSK3 alpha inh = -2
O=[N+]([O-])c1ccccc1S(=O)(=O)N1CCSCC1
  GSK3 alpha inh = 4
CCSc1nnc(SCC(=O)Nc2cc(C)on2)s1
  GSK3 alpha inh = -2
c1ccc2c(-c3ccc(OCCN4CCCCC4)cc3)c(-c3ccsc3)sc2c1
  GSK3 alpha inh = 1
C=CC[C@@H](CC(=O)N(CCO)Cc1ccccc1)C(=O)N[C@@H](COC(=O)[C@@H](CC=C)CC(=O)OC(C)(C)C)Cc1c[nH]c2ccccc12
  GSK3 alpha inh = -6
O=C(Cc1c(F)cccc1Cl)NNC(=O)c1cccs1
  GSK3 alpha inh = 2

4 compounds drawn at random from those above:
O=S(=O)(c1ccc(Br)s1)N1CCN(CCOc2ccccc2)CC1
  GSK3 alpha inh = 0
CCSc1nnc(SCC(=O)Nc2cc(C)on2)s1
  GSK3 alpha inh = -2
CCC(=O)[C@@]1(C)[C@H](C)C[C@H]2[C@@H]3CCC4=CC(=O)C=C[C@]4(C)[C@H]3[C@@H](O)C[C@@]21C
  GSK3 alpha inh = 0
c1ccc2c(-c3ccc(OCCN4CCCCC4)cc3)c(-c3ccsc3)sc2c1
  GSK3 alpha inh = 1

Continued.
O=C(COC(=O)c1cc([N+](=O)[O-])ccc1Cl)NCCc1ccccc1
  GSK3 alpha inh = -2
O=C1c2ccccc2/C(=C\c2ccc(Br)s2)N1c1ccccc1
  GSK3 alpha inh = -1
COc1ccc(S(=O)(=O)Nc2cccc3c2O[C@H](CN(C)Cc2ccccc2)[C@@H](C)CN([C@H](C)CO)C3=O)cc1
  GSK3 alpha inh = 2
COc1ccc2c(-c3ccc(SC)cc3)c(-c3ccc(S(C)(=O)=O)cc3)sc2c1
  GSK3 alpha inh = -2
CCCn1nc(C(=O)NNC(=O)CCCOc2ccc(OC)cc2)c2ccccc2c1=O
  GSK3 alpha inh = -1
C[C@@H](C(=O)Nc1nccs1)N1C(=O)C2CC=CCC2C1=O (stereo partly drawn)
  GSK3 alpha inh = 3
O=C(/C=C/c1ccc(Cl)cc1)Nc1cc(S(=O)(=O)N2CCOCC2)ccc1N1CCOCC1
  GSK3 alpha inh = 10
O=C(OCC(=O)C12CC3CC(CC(C3)C1)C2)c1ccccc1O
  GSK3 alpha inh = -2
CC(=O)Nc1ccc(S(=O)(=O)N[C@@H](C)C(=O)N(C)Cc2cccs2)cc1
  GSK3 alpha inh = 1
CCOC(=O)C1CCCN(C(=O)c2ccc(C)c(S(=O)(=O)N3CCCCC3)c2)C1 (stereo not drawn)
  GSK3 alpha inh = -2
O=C(CSc1nncs1)NC1CCCCCCC1
  GSK3 alpha inh = -2
COc1ccc(S(=O)(=O)N2CCCCC2)cc1NC(=O)CNc1ccc(F)cc1C
  GSK3 alpha inh = -4
C=CC[C@@H](CC(=O)N[C@H](CO)Cc1ccccc1)C(=O)N[C@@H](C)COC(=O)[C@@H](CC=C)CC(=O)OC(C)(C)C
  GSK3 alpha inh = -2
O=C(/C=C/c1ccco1)N1CCN(S(=O)(=O)c2cccc([N+](=O)[O-])c2)CC1
  GSK3 alpha inh = 0
NS(=O)(=O)c1ccc(CCNC(=O)c2cc([N+](=O)[O-])ccc2N2CCOCC2)cc1
  GSK3 alpha inh = 1

COc1cc(OC)cc(OC(=O)C2CCN(C(=O)c3ccc(Cl)cc3)CC2)c1
  GSK3 alpha inh = 0
O=C(c1cc(=O)[nH]c2ccccc12)N1CCN(S(=O)(=O)c2ccc(Cl)cc2)CC1
  GSK3 alpha inh = -4
CN(C(=O)CSc1nc2ccccc2c(=O)n1-c1ccccc1Cl)C1CCS(=O)(=O)C1 (stereo not drawn)
  GSK3 alpha inh = -2
CN(C)P(=O)(Nc1cccc2ccccc12)Nc1cccc2ccccc12
  GSK3 alpha inh = -5
COc1ccc(S(=O)(=O)Nc2ccc3c(c2)CC(=O)N([C@H](C)CO)C[C@H](C)[C@H](CN(C)C(=O)Nc2ccc4c(c2)OCO4)O3)cc1
  GSK3 alpha inh = -1
COc1ccc([C@H]2CC(=O)C=C(c3cc(C)ccc3OC)C2)cc1
  GSK3 alpha inh = -3
COc1ccc(C(=O)C(C)Sc2nnc(C3CC3)n2C2CC2)cc1 (stereo not drawn)
  GSK3 alpha inh = -3
CN(C)S(=O)(=O)c1cc(NC(=O)C2=COCCO2)ccc1Cl
  GSK3 alpha inh = -3
CCc1ccc(N2CC(C(=O)Nc3ccc4c(c3)OCO4)CC2=O)cc1 (stereo not drawn)
  GSK3 alpha inh = 2
